p53ts 39C tox = qHTS Screen for Compounds that Selectively Target Cancer Cells with p53 Mutations: Cytotoxicity of p53ts Cells at the Nonpermissive Temperature; Potency, µM (doses to about 46.1 µM), without a hit: top-dose activity change, negative = cell killing, hits mostly cytotoxic; AID 902, 2007; H1299-p53A138V viability at 39C, ATP luminescence, 24 h; hit rate 1.5% among 130,000; note: nearly all actives have a fitted effect of over 55% in size
IkB signaling = IkB Signaling. ABC-DLBCL IkBa-CBG/CBR dual luciferase ratio, 4 h; response scale: scaled: untreated 0%, proteasome inhibitor 100%. Potency, µM (top dose mostly 57.1 µM), without a hit: at the highest dose IkBa stabilization activation. hit rate 0.04% among 110,000. AID 445, 2006; active = well fitted curve in the direction sought with a large enough effect in the signal ratio, not every such curve was filed as active; inconclusive = small, poorly fitted or top-dose-only effect, or a change in a side signal; the % refers to the signal ratio;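 note: the direction sought is a rising ratio; 0% = basal untreated cells and 100% = reference inhibitor full response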
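Curves were fitted separately to fusion (green), unfused (red) and ratio luminescence, then classed by r2, magnitude and activity. Cells: OCI-Ly3, 4 h compound plus doxycycline at 37C; 10 uM MG-132 defined full response.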
Peg3 imprint = qHTS Assay for Compounds that Induce Erasure of Genomic Imprints; AID 1948, 2009; Potency, µM (top dose mostly 60.7 µM), for inactives: top-dose activity change, positive = activation, actives largely listed as activators; mouse ES Peg3-LacZ reporter, beta-gal luminescence, 40 h; hit rate 0.02% among 110,000;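 note: 0% = negative control wells on the plate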
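Imprint erasure is scored as LacZ activity from the silenced maternal Peg3 allele in feeder-free female ES cells cultured 40 h with LIF. Luminescence is normalized to in-plate negative controls and fitted to the Hill equation.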
p53ts 32C kill = qHTS Screen for Compounds that Selectively Target Cancer Cells with p53 Mutations: Cytotoxicity of p53ts Cells at the Permissive Temperature | AID 924, 2007 | Potency, µM (highest dose often 46.1 µM), without a hit: at the highest dose activity change, negative = cytotoxicity, most hits filed as cytotoxic | hit rate 0.93% among 130,000 | H1299-p53A138V at 32C, ATP luminescence viability, 24 h;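 note: 0% = DMSO and -100% = full killing by reference compound; nearly all actives have a fitted effect of over 55% in size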
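Viability by ATPlite luminescence after 24 h compound treatment (up to 46 uM) at the permissive 32C. Cells are H1299 carrying p53 A138V. Scale runs from DMSO basal to 100 uM tamoxifen as full kill; AC50 from Hill fits.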
* = called active by the depositor; ? = inconclusive; . = no result given; [ ] = dose if it differs, or a comment. Unless noted, calls come from the whole dose curve; as a rule, active = well fitted curve in the direction sought with a large enough effect; inconclusive = small, poorly fitted or top-dose-only effect, or another doubt; inactive = no such curve, though single readings can be large; an effect the other way counts as inactive or inconclusive. Unless noted, % is set by controls: 0 for no effect and ±100 for the full control effect; potency is the fitted concentration of half-maximal effect.

SMILES	p53ts 39C tox	IkB signaling	Peg3 imprint	p53ts 32C kill
CCOCCCNC(=O)C(c1ccc(OC)cc1)N(Cc1cccs1)C(=O)c1ccc(NC(C)=O)cc1 (stereo not drawn)	-15%	3.8%	-10%[10.9 µM]	-8%
Cc1c(C(=O)Nc2cccc(F)c2)oc2c1-c1nn(Cc3c(F)cccc3Cl)cc1CC2	19%	1.2%	-2%[10.9 µM]	-3%
COC(=O)CCC(=O)COc1ccccc1C#N	-2%	-3.0%	-12%	-1%
O=C(CCc1nc2ccccc2[nH]1)N1CCc2ccccc2C1	2%	7.5%	-8%	-7%
Cc1ccccc1OCC(O)Cn1c(=N)n(CCN2CCCCC2)c2ccccc21 (stereo not drawn)	?	?	-7%[10.9 µM]	?
COc1ccccc1OCCCCNC(C)(C)C	-2%	-1.1%	-12%	13%
CCOc1cc(C)c(S(=O)(=O)NC2CCCCC2)cc1C	17%	5.2%	-24%	22%
COc1ccc2c(c1)CCc1c(C(=O)NCc3ccco3)noc1-2	-25%	2.4%	-29%	-23%
Cc1cc(C)c2cc(CN(CCN3CCCC3)C(=O)Nc3ccc(F)cc3)c(=O)[nH]c2c1	-19%	0.3%	-7%	-5%
COc1ccc(-n2c(Cc3cc(=O)[nH]c(=O)[nH]3)nnc2SCC(=O)Nc2ccccc2)cc1	9%	-0.5%	-7%	-5%
Cc1cc2n(n1)C(c1ccc3c(c1)OCO3)Nc1c(C)cccc1-2 (stereo not drawn)	4%	0.2%	-4%	13%
CCc1ccc(-n2c(SCc3nc(-c4cc(OC)ccc4OC)no3)nnc2-c2ccccc2)cc1	0%	?	14%[10.9 µM]	12%
C=CCn1c(=O)/c(=C/c2ccc(C)o2)s/c1=C(/C#N)C(=O)c1ccccc1	17%	1.2%	-11%	-4%
C=CCNC(=O)C1CC(=O)N(c2ccc(OCC(=O)Nc3ccccc3)cc2)C1 (stereo not drawn)	0%	-1.3%	-68%[inhibitor]	-7%
COCCCNC(=O)CSc1nc2cc3c(cc2c(=O)n1CCCCCC(=O)NCCc1ccc(OC)c(OC)c1)OCO3	-11%	0.9%	3%[10.9 µM]	12%

The closing 7 records of the section above open the next one.
SMILES	p53ts 39C tox	IkB signaling	Peg3 imprint	p53ts 32C kill
Cc1cc(C)c2cc(CN(CCN3CCCC3)C(=O)Nc3ccc(F)cc3)c(=O)[nH]c2c1	-19%	0.3%	-7%	-5%
COc1ccc(-n2c(Cc3cc(=O)[nH]c(=O)[nH]3)nnc2SCC(=O)Nc2ccccc2)cc1	9%	-0.5%	-7%	-5%
Cc1cc2n(n1)C(c1ccc3c(c1)OCO3)Nc1c(C)cccc1-2 (stereo not drawn)	4%	0.2%	-4%	13%
CCc1ccc(-n2c(SCc3nc(-c4cc(OC)ccc4OC)no3)nnc2-c2ccccc2)cc1	0%	?	14%[10.9 µM]	12%
C=CCn1c(=O)/c(=C/c2ccc(C)o2)s/c1=C(/C#N)C(=O)c1ccccc1	17%	1.2%	-11%	-4%
C=CCNC(=O)C1CC(=O)N(c2ccc(OCC(=O)Nc3ccccc3)cc2)C1 (stereo not drawn)	0%	-1.3%	-68%[inhibitor]	-7%
COCCCNC(=O)CSc1nc2cc3c(cc2c(=O)n1CCCCCC(=O)NCCc1ccc(OC)c(OC)c1)OCO3	-11%	0.9%	3%[10.9 µM]	12%
O=C(CSc1nc2ccccc2c(=O)n1CCCC(=O)N1CCCC1)NCc1ccco1	5%	0.5%	?	4%
COCc1cc(C)nc(NC2CCCCC2)c1C#N	5%	-1.9%	-17%	5%
COc1ccc(NS(=O)(=O)Cc2ccccc2Cl)cn1	5%	-2.3%	0%	7%
COc1ccc(NC(=O)C23CCC(C)(C(=O)C2)C3(C)C)cc1 (stereo not drawn)	9%	0.7%	-3%	7%
CC(=O)N1CCc2cc(S(=O)(=O)NCCC(=O)NC3CCCc4ccccc43)ccc21 (stereo not drawn)	-18%	1.9%	-29%	5%
Cc1ccc(-c2csc3ncnc(Nc4ccc(C(=O)O)cc4)c23)cc1	20%	?	-10%[10.9 µM]	5%
O=C(CN1C(=O)CSc2ccc(S(=O)(=O)N3CCCC3)cc21)NCc1ccccc1Cl	11%	?	-13%[10.9 µM]	0%
COc1ccccc1NC(=O)C1CCN(c2ncnc3c2nc2n3CCCCC2)CC1	-18%	?	-18%[10.9 µM]	-1%
CC1CC(C)CN(C(=O)Cn2c(=O)n(CCCCC(=O)NC3CCCC3)c(=O)c3ccccc32)C1 (stereo not drawn)	12%	2.0%	4%	6%
CCOc1cccc(C2CC(=O)Nc3cc4c(cc32)OCCO4)c1 (stereo not drawn)	-23%	3.3%	-3%[10.9 µM]	0%
Cc1cc2oc(C(=O)Nc3c(C)n(C)n(-c4ccccc4)c3=O)cc(=O)c2cc1C	17%	1.2%	5%[10.9 µM]	12%
CC1(C(=O)NC2CCCC2)CCC(=O)N1Cc1ccccc1 (stereo not drawn)	-2%	0.0%	11%	6%
O=C(O)CCn1cnc2ccccc2c1=O	-12%	0.2%	?	-5%
Cc1ccc(-c2csc3nnc(SCC(=O)N4CCN(Cc5ccccc5)CC4)n23)cc1	1%	13%	.	0%
CCOC(=O)c1noc2ncnc(Nc3ccc(F)cc3F)c12	0%	0.0%	-5%[10.9 µM]	12%
COCCCNc1nc2c(c(=O)n(C)c(=O)n2C)n1Cc1ccccc1	-12%	-1.7%	-11%[10.9 µM]	0%
O=C(Nc1ccc(N2CCN(Cc3ccccc3)CC2)cc1)c1ncn[nH]1	6%	-1.0%	-31%[inhibitor]	-1%
O=C(O)C1C(c2ccccc2)C(C(=O)OCc2ccco2)C1c1ccccc1 (stereo not drawn)	7%	2.6%	-6%	-2%
Cc1ccc(OCc2ccc(C(=O)O)o2)c([N+](=O)[O-])c1	-16%	.	.	-23%
CCOc1ccc(C(=O)NCc2ccncc2)cc1OCC	0%	-2.3%	-8%	0%
CS(=O)(=O)N(CC(=O)NCCC1=CCCCC1)C1CCCCC1	0%	1.2%	-7%	-6%
Cc1cc(C(=O)OCC(=O)c2ccc(Br)s2)no1	-9%	1.1%	-5%	2%
CCOC(=O)c1c(N)sc2c(NC(C)=O)cccc12	-20%	-1.5%	5%	-10%
COC(=O)[C@@H]1C[C@H]2CC[C@H](O)C[C@H]2N1Cc1ccc(C)s1	-19%	.	-5%	4%
Cc1occc1C(=O)N1CCN(S(C)(=O)=O)CC1	6%	-0.2%	-4%	9%
CCSC1=C(C#N)C(c2ccccc2Cl)CC(=O)N1 (stereo not drawn)	-9%	-3.2%	-4%	-4%
CCc1nonc1NC(=O)c1oc2ccccc2c1C	-9%	0.9%	-7%[10.9 µM]	6%
NCCSc1nc2ccccc2s1	0%[9.22 µM]	0.0%[11.4 µM]	-6%[10.9 µM]	-2%[9.22 µM]
O=S(=O)(Nc1nccs1)c1cc(Cl)ccc1Cl	-5%	6.5%	-4%	-3%
CC(=O)C1=C(C)NC(SCC(=O)c2cc(Cl)ccc2Cl)=C(C#N)C1c1ccco1 (stereo not drawn)	66%[activator]	?	-39%[inhibitor]	0%

Complete entries as entered above. Order of screens: p53ts 39C tox | IkB signaling | Peg3 imprint | p53ts 32C kill
CS(=O)(=O)N(CC(=O)NCCC1=CCCCC1)C1CCCCC1 is listed with 0% | 1.2% | -7% | -6%
Cc1ccc(-c2csc3ncnc(Nc4ccc(C(=O)O)cc4)c23)cc1 is listed with 20% | ? | -10%[10.9 µM] | 5%

Following part.
SMILES	p53ts 39C tox	IkB signaling	Peg3 imprint	p53ts 32C kill
CC(=O)Nc1cc(NC(C)=O)cc(-c2nc3ccccc3[nH]2)c1	10%	16%	-13%[10.9 µM]	16%
CCCCS(=O)(=O)/C=C\C=C/S(=O)(=O)CCCC	?	?	-51%[inhibitor]	20µM*
Cc1c(C)n(Cc2ccccc2)c2ccc(C(=O)N3CCN(c4ccccc4)CC3)cc12	-10%	-1.5%	9%[10.9 µM]	10%
COc1cccc(NC(=O)Cn2c(=O)n(CCCCC(=O)NCCc3ccccc3)c(=O)c3ccccc32)c1	-5%	8.1%	-3%[10.9 µM]	4%
Cc1ccc(S(=O)(=O)C(C#N)c2nc3ccccc3nc2N2CCCCC2)cc1 (stereo not drawn)	6%	.	.	11%
CS(=O)(=O)Nc1ccccc1C(=O)NC1CC2CCC1C2 (stereo not drawn)	-2%	-0.1%	0%	-1%
O=S(=O)(Nc1cccc(-c2ccc(N3CCOCC3)nn2)c1)c1ccc(F)c(C(F)(F)F)c1	?	?	-7%[10.9 µM]	?
O=S(=O)(Nc1ncccc1O)c1ccc(Cl)cc1	5%	3.9%	-6%	-5%
CCN(CC)S(=O)(=O)c1ccc(NC(=O)[C@H](CSCc2ccccc2)N2Cc3ccccc3C2=O)cc1	?	0.5%	-9%[10.9 µM]	4%
CCn1c(CN2CCN(C)CC2)nc2cc(NC(=O)c3ccc([N+](=O)[O-])cc3)ccc21	-23%	0.7%	12%[10.9 µM]	-2%
Cc1ccc(N2CCN(C(=O)c3c(C)oc4ncnc(N5CCOCC5)c34)CC2)c(C)c1	4%	?	-5%[10.9 µM]	3%
Cc1cc(OCC(=O)NCC2(N3CCN(C)CC3)CCCCC2)cc(C)c1Cl	?	?	-16%[10.9 µM]	-17%
Cc1ccc2c(c1)N(C(=O)Nc1cccc3c1CCCC3)CC(C)O2 (stereo not drawn)	?	-0.8%	-5%[10.9 µM]	0%
CCOCCn1ccc2c(OCC(=O)NCc3ccc(C)cc3)cccc2c1=O	-13%	0.0%	-4%[10.9 µM]	3%
CCN1CCN(c2ncnc3c2cnn3-c2ccc(C)cc2)CC1	?	-0.8%	-12%[10.9 µM]	-17%
CCOC(=O)c1ccc(NC(=O)COc2ccc(S(=O)(=O)NC(C)(C)C)cc2)cc1	1%	.	.	9%
CCc1ccc(NC(=O)COCc2cc(-c3ccc(F)cc3)on2)cc1	-10%	-1.1%	-7%[10.9 µM]	-2%
O=C(Nc1cccc(C(F)(F)F)c1)Nc1ccc2snnc2c1	-35%	-1.2%	-13%[10.9 µM]	-13%
CCn1c(C)csc1=NC(=O)c1ccccc1	-23%	-2.5%	-11%	-21%
COc1cccc(NS(=O)(=O)c2ccc3[nH]cc(C(=O)N(C)Cc4ccco4)c(=O)c3c2)c1	3%	0.3%	5%[10.9 µM]	6%
O=C(NCc1ccco1)C(c1ccccc1)N(CC1CCCO1)C(=O)Cn1nnc2ccccc21 (stereo not drawn)	-5%	1.4%	1%	6%
Cc1cc(C)c(Cn2c(C)c(CNCc3ccccc3C)c(C(=O)O)c2C)c(C)c1	-13%	0.4%	-14%[10.9 µM]	-2%
N#Cc1ccc(NC(=O)c2ccc3c(c2)nnn3C2CCCC2)cc1	-11%	0.8%	-3%[10.9 µM]	3%
CCCSc1ncnc2c1c(-c1ccccc1)cn2-c1ccccc1OC	19%	?	-8%[10.9 µM]	-1%
CC(c1ccccc1)n1c(NCCCn2ccnc2)nc2c1c(=O)[nH]c(=O)n2C (stereo not drawn)	-9%	2.9%	.	-11%
CCOCCCNC(=O)C1CCN(c2nc3ccc(Cl)cc3[nH]2)CC1	19%	-1.6%	7%[10.9 µM]	17%
COc1ccc(CCNc2c(C)c(C)nc3ncnn23)cc1	4%	1.9%	-19%	1%
Cc1ccccc1-c1nc(CS(=O)(=O)CC(=O)NCC(C)c2ccccc2)c(C)o1 (stereo not drawn)	-17%	?	-1%[10.9 µM]	9%
O=C(Nc1cccc(F)c1)C1CCN(S(=O)(=O)c2ccc3[nH]c4c(c3c2)CCCCC4)CC1	-3%	5.3%	-13%[10.9 µM]	17%
O=C(Nc1ccccc1)c1ccc(S(=O)(=O)NCC2CCCO2)cc1 (stereo not drawn)	-9%	1.9%	1%	-6%
CC(C)CCn1c(=O)c2sccc2n2c(CCCC(=O)NCCc3ccccc3)nnc12	3%	?	-13%[10.9 µM]	-4%
COC(=O)c1cc2occc2n1CC(=O)Nc1ccc(C)cc1C	3%	-3.4%	-4%	5%
O=S(=O)(c1ccccc1)c1nc(-c2ccco2)oc1NCCCn1ccnc1	11%	-3.5%	0%	-2%
CCCOC(=O)c1c(C)oc2c1cc(NS(=O)(=O)c1ccc(OCC)cc1)c1ccccc12	-19%	?	-30%[inhibitor][10.9 µM]	1%
CCCc1cc(C(=O)Nc2ccc(C(C)=O)cc2)no1	-7%	-1.4%	-14%	-24%
CSc1oc(-c2ccccc2)nc1C(N)=O	2%	-0.2%	-8%	3%
